GLD-1 TGE inh = GLD-1-TGE RNA interaction inhibition (C. elegans). Q17339. actives 0.44% (n = 320,000). purified GLD-1 + fluorescein TGE RNA, fluorescence polarization. AID 2280. inhibition, % at 5.96 µM;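 active means percent inhibition above a per-plate cutoff, the plate mean of test compounds plus 3 SD, cut at about 30% in these data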;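 further: 0% = DMSO wells with GLD-1 and probe and 100% = wells lacking GLD-1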
Target sequence (Q17339 whole entry, looked up): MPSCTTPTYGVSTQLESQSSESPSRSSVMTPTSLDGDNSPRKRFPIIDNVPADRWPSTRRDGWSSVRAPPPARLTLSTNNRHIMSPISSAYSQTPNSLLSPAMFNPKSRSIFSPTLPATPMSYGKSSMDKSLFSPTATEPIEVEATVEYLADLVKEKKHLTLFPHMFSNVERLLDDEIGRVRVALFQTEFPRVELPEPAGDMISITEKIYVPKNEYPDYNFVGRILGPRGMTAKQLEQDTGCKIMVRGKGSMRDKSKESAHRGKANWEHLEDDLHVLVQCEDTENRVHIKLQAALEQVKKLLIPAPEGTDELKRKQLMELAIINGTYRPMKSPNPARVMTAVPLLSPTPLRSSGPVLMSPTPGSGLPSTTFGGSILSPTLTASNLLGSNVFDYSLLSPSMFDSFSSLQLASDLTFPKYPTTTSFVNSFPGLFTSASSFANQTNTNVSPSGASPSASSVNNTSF
MEX-5 binding = C. elegans MEX-5 TCR-2 RNA binding activity; Q9XUB2; MEX-5/FITC-TCR2 RNA binding, fluorescence polarization; hits give low values; activity score (negative = inhibition of binding), % at 10 µM; actives 0.38% (n = 300,000); AID 1832;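 active means inhibition past about -25% in most replicates, and total fluorescence under double the plate's negative control median, limit read from the data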;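 further: 0% = DMSO and -100% = 5 µM competing unlabeled TCR2 RNA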
Target sequence (Q9XUB2 whole entry, looked up): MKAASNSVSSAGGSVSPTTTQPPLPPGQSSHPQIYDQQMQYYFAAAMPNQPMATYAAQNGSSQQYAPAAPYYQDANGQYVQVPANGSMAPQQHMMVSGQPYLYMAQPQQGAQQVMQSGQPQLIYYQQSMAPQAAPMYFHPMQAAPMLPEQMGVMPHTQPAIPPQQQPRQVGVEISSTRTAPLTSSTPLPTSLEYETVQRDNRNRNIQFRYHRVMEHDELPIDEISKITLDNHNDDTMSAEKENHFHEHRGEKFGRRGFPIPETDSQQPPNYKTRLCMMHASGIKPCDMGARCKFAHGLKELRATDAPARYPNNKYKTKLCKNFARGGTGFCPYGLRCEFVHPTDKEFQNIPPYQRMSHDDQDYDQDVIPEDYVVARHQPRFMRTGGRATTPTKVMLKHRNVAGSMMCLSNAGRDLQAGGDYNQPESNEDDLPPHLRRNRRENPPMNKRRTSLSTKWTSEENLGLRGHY
Bcl-xL primary = inhibitors of human Bcl-xL; Q07817; GST-Bcl-xL / FITC-Bim BH3 peptide fluorescence polarization; inhibition, % at 10.9 µM; actives 0.7% (n = 320,000); AID 2129;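 active means inhibition above the mean of all tested compounds plus 3 SD, cutoff set per campaign, cut at about 30% in these data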;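 further: 0% = DMSO wells and 100% = unlabeled Bim-BH3 peptide competitor; inhibitors lower millipolarization by displacing the labeled peptide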
EBNA-1 inh = blocks EBNA-1 binding to DNA; EBNA-1 DNA binding, fluorescence polarization; inhibition, % at 14.8 µM; actives 0.34% (n = 300,000); AID 1950; in the data active means inhibition above about 28%
Efflux pump inh = inhibitors of Candida antifungal efflux pumps expressed in yeast; S. cerevisiae Candida pump triplex, Nile Red efflux; inhibition, % at 10 µM; actives 0.44% (n = 330,000);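 active means plate passing quality check with inhibition over a set limit, or well fluorescence over plate mean plus 4 SD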;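 further: Nile Red retained in pooled yeast measured as flow cytometry median fluorescence; 0% = buffer negative control and 100% = Enniatin B positive control; higher means more Nile Red kept so more efflux inhibition; some compounds called inactive have numbers as strong as hits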
ZTA counter = ZTA (EBV) inhibition in EBNA-1 counter-screen; P03206; ZTA-DNA binding, fluorescence polarization; inhibition, % at 11 µM; actives 0.15% (n = 320,000); in the data active means inhibition above about 33%
MCL1 BIM primary = disrupts human MCL1 binding to BIM-BH3 peptide | AID 2057 | actives 0.68% (n = 320,000) | Q07820 | inhibition, % at 10.9 µM | GST-MCL1 / FITC-Bim-BH3 fluorescence polarization;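 active means inhibition above the mean inhibition of all tested compounds plus 3 SD, set per campaign, cut at about 40% in these data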;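 further: 0% = DMSO wells and 100% = unlabeled Bim-BH3 peptide control; higher means more loss of mP so more displacement of Bim peptide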
Yeast superoxide = lowers age-related superoxide in aged yeast cells | actives 0.18% (n = 330,000) | S. cerevisiae aged cells, superoxide DHE fluorescence; hits give low values | superoxide response (% of plate mean), % at 10 µM;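 active means superoxide response under a set limit, about three screen SD below normal, cut at about 65% in these data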;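 further: yeast aged for seven days with compound at 30 °C before DHE staining; 100% = average MFI of all compound-treated wells on the plate with controls excluded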
Fam108B counter = blocks mouse Fam108B hydrolase in RBBP9 counter-screen. recombinant Fam108B, FP-Rh probe fluorescence polarization. inhibition, % at 9.51 µM. actives 0.33% (n = 300,000). AID 1947;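 active means inhibition above the screen mean inhibition plus 3 SD, computed separately per campaign, cut at about 18% in these data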;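 further: inhibitors lower polarization as less probe binds the enzyme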
* hit, by the source's call; x = no result given. Compounds as they come; 2.3% or so of the library scored in one or more.

SMILES	GLD-1 TGE inh	MEX-5 binding	Bcl-xL primary	EBNA-1 inh	Efflux pump inh	ZTA counter	MCL1 BIM primary	Yeast superoxide	Fam108B counter
O=C(CNC(=O)Cc1ccccc1)NCC(=O)OCc1ccccc1	3	1.0	1	-8	0.0	-10	4	97	5
Cc1nn(CC(C)C)c(=S)[nH]c1=O	-4	2.2	8	2	-0.1	3	7	80	-1
CCOC(=O)c1c(NC(=O)CN2C(=O)NC3(CCCCC3C)C2=O)sc(C(=O)N(C)C)c1C (stereo not drawn)	1	-0.7	1	-4	0.0	-2	-2	106	-2
CCOc1ccc(-n2c(-c3ccccc3)c[nH]c2=S)cc1	-3	-1.8	-18	4	0.1	-8	-12	97	2
Cc1cccc(C)c1OCc1n[nH]c(=S)n1N	0	-1.2	-8	1	0.1	-1	-4	85	1
O=C(Nc1ccc(O)c(C(=O)O)c1)c1cccc(NC(=O)c2ccco2)c1	4	-1.9	10	-19	-0.2	-5	16	84	-1
CCCCCCOc1ccc(C(=O)NCCCn2ccnc2)cc1	2	6.0	7	1	0.1	-6	2	97	-1
Cn1c(=O)n(C)c2cc(NC(=O)c3cccc([N+](=O)[O-])c3)c(Br)cc21	-3	-0.8	10	12	0.0	6	2	108	1
Brc1cccc(C2Nc3cccc4cccc(c34)N2)c1	19	-1.9	27	-9	-0.1	-6	44*	96	22*
COCCn1c(=O)[nH]c2cc(C(=O)NCCN3CCN(c4cccc(Cl)c4)CC3)ccc2c1=O	1	1.8	-6	-8	0.1	-29	4	104	0
CCOC(=O)C1(Cc2ccccc2)CCN(Cc2cnn(-c3ccccc3)c2)CC1	2	1.7	2	-13	0.1	-22	6	104	-4
CC(=O)Nc1ccc(C(=O)NN2C(=O)c3ccccc3C2=O)cc1	1	0.2	9	6	-0.2	-1	10	97	4
CCOC(=O)C1=C(c2ccccc2)OC(N)=C(C#N)C1C1CCCCC1 (stereo not drawn)	9	1.9	9	1	-0.1	-1	0	96	-3
CCCN(CC(=O)Nc1ccc(C)cc1Br)CC(=O)Nc1ccc(F)c(F)c1F	4	0.5	-1	0	0.0	15	-10	103	-2
CN(C)c1cccc(C(=O)OCC(=O)N(Cc2ccccc2)C2CCS(=O)(=O)C2)c1 (stereo not drawn)	-1	-1.6	4	-7	-0.1	2	-1	105	0
CCC(NC(=O)c1cc(COc2cncc(Cl)c2)on1)c1ccc(C)cc1 (stereo not drawn)	-1	1.1	3	-1	-1.3	10	0	105	2
CCN1CCN(CC(=O)N2N=C(c3cccs3)CC2c2ccc(F)cc2)C(=O)C1=O (stereo not drawn)	3	0.1	-3	11	0.0	-1	-4	97	2
Cc1ccc(C(=O)NC(=S)NNC(=O)COc2ccc([N+](=O)[O-])cc2)cc1	-3	-1.0	6	-2	0.0	-5	9	152	5
O=C(CCNC(=O)c1ccc([N+](=O)[O-])cc1)N/N=C/c1ccc(F)cc1	6	-0.3	3	8	0.0	10	6	107	3
COc1ccc(CNS(=O)(=O)c2c(C(=O)N3CCCCC3)c(C)n(C)c2C)cc1	0	-2.1	-2	0	-0.1	7	-3	111	3
OC(CNCCNc1ncccc1C(F)(F)F)Cn1ccc2ccccc21 (stereo not drawn)	-7	-2.1	2	-9	0.0	-2	2	107	-1
CC(=O)N1CCN(S(=O)(=O)c2ccc(C)cc2)C1C(C)C (stereo not drawn)	-3	1.5	3	-7	0.0	-4	3	99	1
CC(C)CCN(C)C1CCN(C(=O)Nc2c(F)cccc2F)CC1	35*	2.5	37*	-1	0.0	3	32	99	3
O=C(C1=C(O)C(=O)N(Cc2ccccc2)C1c1ccncc1)c1ccco1 (stereo not drawn)	2	0.0	5	8	-0.1	3	0	98	1
O=C(NC1CCCC1)C1c2ccccc2C(=O)N1C1CCCCC1 (stereo not drawn)	4	-1.3	-4	-2	0.0	-13	-10	80	-1

GLD-1 TGE inh, what is marked active above.
| smiles | GLD-1 TGE inh | MEX-5 binding | Bcl-xL primary | EBNA-1 inh | Efflux pump inh | MCL1 BIM primary |
| --- | --- | --- | --- | --- | --- | --- |
| CC(C)CCN(C)C1CCN(C(=O)Nc2c(F)cccc2F)CC1 | 35* | 2.5 | 37* | -1 | 0.0 | 32 |

Continued.
SMILES	GLD-1 TGE inh	MEX-5 binding	Bcl-xL primary	EBNA-1 inh	Efflux pump inh	ZTA counter	MCL1 BIM primary	Yeast superoxide	Fam108B counter
c1ccc(C2=Nn3c(nnc3-c3cccs3)SC2)cc1	-6	-0.6	6	-4	0.1	2	2	105	-2
CC(=O)[C@@]1(O)CCC2C3C=CC4=CC(=O)CC[C@]4(C)C3CC[C@@]21C (stereo partly drawn)	2	x	3	x	0.1	0	4	107	x
CCOc1ccc(S(=O)(=O)Nc2ccc3c(c2)OCO3)c2cccnc12	-3	-1.1	8	7	0.1	-4	10	92	3
COc1ccc(-c2cc(C(F)F)n3ncc(C(=O)N4CCc5ccccc5C4)c3n2)cc1	4	-0.3	6	-1	0.1	-20	4	121	-5
Cc1ccccc1C(=O)c1cccn1CC(=O)NCc1cccc(Cl)c1	5	-0.8	3	1	-0.1	-8	-1	99	3
CN(c1ccccc1)c1nc(N)c([N+](=O)[O-])c(N2CCCCC2)n1	4	-0.3	4	8	-0.3	12	1	99	-2
O=C(COc1ccc2ccc(=O)oc2c1)N1CC[C@@]2(O)CCCC[C@H]2C1	-12	-1.4	-1	6	0.3	2	-1	88	0
Cn1c(=O)c2cc(S(=O)(=O)NC(Cc3ccccc3)C(=O)NCc3ccco3)ccc2n(C)c1=O (stereo not drawn)	3	1.8	1	2	0.1	12	5	96	-1
Cc1ccccc1C(=O)NNC(=O)C(C)N1C(=O)c2ccccc2C1=O (stereo not drawn)	0	1.0	8	13	-0.1	-7	17	89	2
O=[N+]([O-])c1ccc(-c2nc(Nc3cccc(O)c3)c3ccccc3n2)cc1	10	0.6	-4	13	-0.2	0	-4	124	7
CCCc1[nH]nc2c1C(c1ccc(OC)c(CSC3=NCCS3)c1)C(C#N)=C(N)O2 (stereo not drawn)	1	-2.9	6	15	0.0	9	6	96	0
C/C(=N/NC(=O)c1ccoc1C)c1ccc(NC(=O)c2ccncc2)cc1	6	-0.4	1	-7	-0.1	1	-4	97	3
O=S(=O)(c1ccc(Br)s1)N1CCC(Cc2ccccc2)CC1	-2	3.1	-6	16	-0.1	-12	-14	113	-4
CC(C)NC(=O)C(Cc1ccccc1)N1C(=O)c2ccccc2C1=O (stereo not drawn)	4	-1.2	-2	-8	0.4	-20	-3	100	-3
O=C(COC(=O)c1cnccn1)c1ccc2ccccc2c1	4	0.7	7	-1	-0.1	-7	6	89	1
Cc1ccccc1-n1c(C)nnc1SCC(=O)NC1CCCc2ccccc21 (stereo not drawn)	2	2.2	-2	0	-0.9	-7	-9	103	3
COc1ccc(N(CC(=O)NCc2ccc(C)cc2)S(=O)(=O)c2ccccc2[N+](=O)[O-])c(OC)c1	-5	1.0	7	-2	0.0	5	4	99	-4
COc1ccc(CNC(=O)c2c(-c3c(F)cccc3Cl)noc2C)cc1	5	4.1	-2	-8	-0.2	-6	7	111	3
COC(=O)C/C=C/[C@@H](C)[C@@H](/C=N/OCC[C@@H]1C=C[C@H](OC(C)=O)[C@@H](COC(C)=O)O1)NS(=O)(=O)c1ccc(C)cc1	3	1.3	-3	3	0.3	-15	-4	95	2
COc1ccc(NC(=O)CCS(=O)(=O)c2ccc(Br)s2)cc1	0	0.3	1	-8	0.0	-28	9	100	4
NC(=O)C1CCN(Cc2nc3cc(C(F)(F)F)ccc3c(=O)[nH]2)CC1	-1	-0.9	2	1	0.0	9	9	103	-3
CC(C)(C)NC(=O)c1cccc(NC(=O)c2ccco2)c1	3	-1.9	2	-1	-0.1	-12	0	96	-1
CCOc1cc(C(=O)NC)cc(Br)c1OCc1ccccc1	3	0.6	2	-1	0.0	12	-3	104	-5
COc1ccccc1-n1c(C)c2c(OC)cccc(=O)c2c1C	30	0.8	39*	7	0.3	-3	40*	108	3
CN1CCN(C(=O)Cn2ncc3c([nH]c4ccccc43)c2=O)CC1	0	0.9	-1	-11	-0.3	-10	8	127	2
NC(=O)COC(=O)/C=C/c1cccc(Br)c1	0	-0.5	3	4	-0.1	7	10	95	0
O=C1N(Cc2cccc(Cl)c2)C[C@@H]2C[C@@H](c3cccn3-c3cccnc3)N3CCC[C@@]123	8	-3.9	22	11	0.0	-5	23	122	7
CCn1nc(C)c(CN2CCC(n3nccc3NC(=O)CCCc3ccccc3)CC2)c1C	6	-3.1	0	-4	0.0	-2	4	101	-1
Cc1ccc(CNC(=O)CSc2ccc(-c3ccccn3)nn2)cc1	-3	2.5	2	1	0.0	10	2	110	2
O=C1c2ccccc2C(=O)N1c1nc(-c2cccs2)cs1	1	-0.3	3	-7	0.2	-2	-1	103	-2

Just Efflux pump inh, for some of the entries so far:
mol	Efflux pump inh
COc1ccccc1-n1c(C)c2c(OC)cccc(=O)c2c1C	0.3
Cc1ccccc1C(=O)c1cccn1CC(=O)NCc1cccc(Cl)c1	-0.1
Cc1ccccc1C(=O)NNC(=O)C(C)N1C(=O)c2ccccc2C1=O (stereo not drawn)	-0.1
c1ccc(C2=Nn3c(nnc3-c3cccs3)SC2)cc1	0.1
O=[N+]([O-])c1ccc(-c2nc(Nc3cccc(O)c3)c3ccccc3n2)cc1	-0.2
Cc1ccc(CNC(=O)CSc2ccc(-c3ccccn3)nn2)cc1	0.0

Full records, quoted from the list. Order of values: GLD-1 TGE inh | MEX-5 binding | Bcl-xL primary | EBNA-1 inh | Efflux pump inh | ZTA counter | MCL1 BIM primary | Yeast superoxide | Fam108B counter
COc1ccc(NC(=O)CCS(=O)(=O)c2ccc(Br)s2)cc1 in the list: 0 | 0.3 | 1 | -8 | 0.0 | -28 | 9 | 100 | 4
CCOc1cc(C(=O)NC)cc(Br)c1OCc1ccccc1 in the list: 3 | 0.6 | 2 | -1 | 0.0 | 12 | -3 | 104 | -5
